High-throughput results: PubChem, Broad Institute
Tcruzi prolif: T. cruzi intracellular proliferation inhibitors, primary screen, cell-based, beta-gal Tulahuen parasites, NIH3T3 host, luminescence; AID 624255, 2012; T. cruzi beta-gal in NIH3T3, GalScreen luminescence, 90 h; inhibition, % at 8.34 µM; hit rate 5.9% among 77,000;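 active = mean inhibition above about 93%, with at least 55% of replicates each passing it, limit read from the data, passing the limit was not always enough; inconclusive = only one of those two conditions holds; inactive = neither condition holds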
C diff growth: C. difficile growth inhibitors, primary screen, HTS; Clostridium difficile clinical isolate growth, OD600, 24 h; active compounds read low; growth activity, negative = inhibition, % at 16 µg/mL (by protocol); hit rate 0.25% among 86,000; AID 1259249, 2017;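 active = mean growth activity at or below -80% and every replicate also at or below -80%; inconclusive = mean at or below -80% but some replicate above -80%; inactive = mean growth activity above -80%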;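 note: 0% = DMSO wells and -100% = levofloxacin 16 µg/mL wells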
KDM4C inh: inhibitors of GASC-1 (KDM4C) histone demethylase, primary screen, biochemical, single concentration HTS | hit rate 0.15% among 96,000 | inhibition, % at 12.5 µM | GST-KDM4C 2-372, H3K9me3 peptide, LANCE TR-FRET;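 active = mean replicate inhibition above about 25%, with at least 55% of replicates also reaching it, limit read from the data, passing the limit was not always enough; inconclusive = only one of those two conditions met; inactive = neither condition met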
Target sequence (Q9H3R0 2-372 limits assumed): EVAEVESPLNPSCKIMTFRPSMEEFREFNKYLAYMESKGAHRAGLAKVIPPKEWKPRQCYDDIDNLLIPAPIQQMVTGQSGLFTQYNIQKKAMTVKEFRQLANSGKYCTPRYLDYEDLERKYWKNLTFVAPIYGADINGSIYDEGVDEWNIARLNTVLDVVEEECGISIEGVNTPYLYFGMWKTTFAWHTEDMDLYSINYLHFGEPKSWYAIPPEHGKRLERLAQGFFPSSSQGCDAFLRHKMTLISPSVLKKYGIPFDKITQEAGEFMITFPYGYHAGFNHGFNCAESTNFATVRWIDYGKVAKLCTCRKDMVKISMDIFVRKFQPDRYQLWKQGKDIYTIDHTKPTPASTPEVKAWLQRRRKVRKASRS
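System – N-terminal GST-fused human GASC-1 (KDM4C) fragment, residues 2-372 · Input – enzyme final amount 10 nM · Technique – LANCE TR-FRET, Eu antibody, ULight-streptavidin, EDTA, ex 340 nm, em 618/671 nm · Medium – HEPES buffer, pH 7.5, plus ascorbate · Incubation – enzyme reaction 30 min, then detection 60 min, both room temperature · Reagent – H3K9me3 peptide with Fe(II)/2OG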
Pf Dd2 inh: P. falciparum Dd2 growth inhibitors, primary screen, SYBR Green fluorescence, single dose replicates; 72 h; active compounds read low; activity change, % at 10 µM; AID 1159554, 2015; hit rate 2.3% among 94,000; in the data active = activity change below about -80%; inconclusive = no clear call, values can overlap the other calls
* hit, by the source's call; ? = inconclusive; · = no result given; & = joins results of further samples.

SMILES | Tcruzi prolif | C diff growth | KDM4C inh | Pf Dd2 inh
CO[C@@H]1CN(C)C(=O)c2ccc(NC(=O)C3CCCC3)cc2OC[C@@H](C)NC[C@@H]1C | 40 | · | 1.7 | ·
COc1ccc(S(=O)(=O)Nc2cccc3c2O[C@H](CN(C)S(=O)(=O)c2ccc(Cl)cc2)[C@H](C)CN([C@@H](C)CO)C3=O)cc1 | 44 | -26 | -2.7 | -5
CCCNC(=O)Nc1ccc2c(c1)OC[C@@H](C)N(C(C)=O)C[C@@H](C)[C@@H](OC)CN(C)C2=O | -14 | -1 | 0.3 | 34
COc1ccc(C[C@H]2CCc3cnnn3COC[C@H](Cc3ccccc3)NC2=O)cc1 | · | -3 | -1.8 | ·
C[C@H]1CN([C@@H](C)CO)C(=O)Cc2cc(NS(=O)(=O)c3cccs3)ccc2O[C@H]1CN(C)Cc1ccc2c(c1)OCO2 | 22 | -1 | 0.7 | -17
Cc1ccc(S(=O)(=O)Nc2ccc3c(c2)C(=O)N([C@H](C)CO)C[C@H](C)[C@@H](CN(C)C(=O)Nc2ccccc2)O3)cc1 | -9 | 3 | 1.0 | 8
C[C@H](CO)N1C[C@H](C)[C@@H](CN(C)CC2CC2)Oc2ccc(NS(=O)(=O)c3ccccc3)cc2CC1=O | 10 | 0 | 0.5 | -5
N#Cc1cccc(-c2ccc(C3[C@@H]4CN(C(=O)Cc5ccccc5)C[C@H]3N4)cc2)c1 (stereo partly specified) | · | 6&-12 | -0.8&0.4 | -43&-31
COc1ccc(NC(=O)N(C)C[C@@H]2OCCCC[C@@H](C)Oc3ccc(NS(=O)(=O)c4cccs4)cc3C(=O)N([C@@H](C)CO)C[C@H]2C)cc1 | 29 | -6 | 1.6 | -15
Cc1ccccc1-c1ccc([C@@H]2[C@@H](CO)N3CCCCN(C(=O)Nc4ccc(F)cc4)C[C@@H]23)cc1 | 93 | 54 | -0.7 | -13
COc1ccc2c3c([nH]c2c1)[C@@H](CO)N(C(=O)Cc1ccccn1)CC31CN(Cc2ccccn2)C1 | · | 9 | -0.4 | -44
CC(C)CC#Cc1cnc2c(c1)C(=O)N([C@H](C)CO)C[C@H](C)[C@@H](CN(C)C(=O)C1CCCCC1)O2 | 122 | 0 | -0.8 | -18
C[C@@H]1CCCCO[C@@H](CN(C)S(C)(=O)=O)[C@H](C)CN([C@@H](C)CO)C(=O)c2cc(NS(=O)(=O)c3ccc(F)cc3)ccc2O1 | -88 | -2 | 0.3 | -62
COc1ccc(NC(=O)Nc2ccc3c(c2)C(=O)N([C@H](C)CO)C[C@H](C)[C@H](CN(C)S(=O)(=O)c2ccc(OC)cc2)OCCCC[C@H](C)O3)cc1 | ? | 0 | 1.1 | -45
C[C@H](CO)N1C[C@H](C)[C@@H](CN(C)C)Oc2cc(-c3ccccc3F)ccc2S1(=O)=O | 90 | -3 | 6.1 | 1
C[C@H]1CN([C@@H](C)CO)C(=O)c2c(c3ccccc3n2C)-c2ccccc2CO[C@@H]1CN(C)S(C)(=O)=O | 15 | · | -0.3 | 8
C[C@H]1CN([C@@H](C)CO)C(=O)c2cccc(NC(=O)c3ccc(-c4nccs4)cc3)c2O[C@@H]1CN(C)Cc1ccc(C(=O)O)cc1 | -86 | 0 | 2.7 | 0
O=C(CC1CC1)N1CC2(C1)[C@@H](c1ccccc1)[C@@H](CO)N2Cc1cccc(F)c1 | · | 1 | -1.8 | -15
O=C(C[C@@H]1CC[C@H]2[C@@H](COC[C@@H](O)CN2Cc2ccccc2)O1)N[C@@H]1CCN(Cc2ccccc2)C1 | 38 | 8 | 1.8 | -26
C[C@H](CO)N1C[C@H](C)[C@@H](CN(C)S(=O)(=O)c2ccccc2)Oc2ccc(NC(=O)Nc3ccc(F)cc3)cc2C1=O | 48 | -3 | -0.3 | 2
CCS(=O)(=O)Nc1ccc2c(c1)C(=O)N(C)[C@H]1CC[C@H](CC(=O)N[C@H]3CCN(Cc4ccccc4)C3)O[C@H]1CO2 | 80 | · | -0.8 | ·
C[C@@H]1CN([C@H](C)CO)C(=O)c2cccc(NC(=O)Nc3ccc(C(F)(F)F)cc3)c2O[C@@H]1CN(C)C | · | 11 | -0.8 | -24
COc1ccc(S(=O)(=O)Nc2ccc3c(c2)C(=O)N([C@@H](C)CO)C[C@H](C)[C@H](CN(C)C(=O)Nc2ccccc2)OCCCC[C@@H](C)O3)cc1 | 48 | 2 | -0.7 | -28
CCC(=O)N(C)C[C@@H]1Oc2ncc(C#CCc3ccccc3)cc2C(=O)N([C@H](C)CO)C[C@@H]1C | 44 | 0 | -2.2 | 13

Look-ups from the list.
C[C@H](CO)N1C[C@H](C)[C@@H](CN(C)C)Oc2cc(-c3ccccc3F)ccc2S1(=O)=O in C diff growth reads -3
COc1ccc(NC(=O)Nc2ccc3c(c2)C(=O)N([C@H](C)CO)C[C@H](C)[C@H](CN(C)S(=O)(=O)c2ccc(OC)cc2)OCCCC[C@H](C)O3)cc1 in Pf Dd2 inh reads -45

Continuation:
SMILES | Tcruzi prolif | C diff growth | KDM4C inh | Pf Dd2 inh
C[C@H](CO)N1C[C@H](C)[C@H](CN(C)C(=O)Nc2ccc3c(c2)OCO3)OCCCC[C@H](C)Oc2ccc(NC(=O)Nc3ccc(F)cc3)cc2C1=O | 104* | -4 | 1.0 | -11
CC(=O)N[C@@H]1C=C[C@H](CC(=O)NCc2ccc(Cl)cc2)O[C@@H]1CO | 29 | -2 | -1.7 | 0
COc1cccc(C(=O)Nc2ccc3c(c2)OC[C@@H](C)N(C(=O)C2CCCC2)C[C@H](C)[C@H](OC)CN(C)C3=O)c1 | 17 | · | -1.9 | ·
Cc1ccc(S(=O)(=O)N[C@@H]2C=C[C@H](CC(=O)N3CCc4ccccc4C3)O[C@@H]2CO)cc1 | -61 | 1 | 0.4 | 1
CCCC#Cc1cnc2c(c1)C(=O)N([C@H](C)CO)C[C@H](C)[C@@H](CN(C)C(=O)Nc1ccccc1OC)O2 | -3 | -7 | 1.6 | -76
COC(=O)C[C@H]1C=C[C@H](N)[C@H](CO)O1 | 14 | -2 | -1.0 | 7
O=C(c1cccc(F)c1)N1CC2(C1)[C@H](c1ccccc1)[C@@H](CO)N2C(=O)C1CCCC1 | · | 6 | -1.1 | -11
COc1ccc(-c2ccc3n(c2=O)C[C@H]2[C@H](CO)[C@@H](C(=O)N(C)C)[C@@H]3N2Cc2ccncc2)cc1 | -8 | 0 | 0.2 | -11
C[C@@H]1CN([C@H](C)CO)C(=O)Cc2cc(NS(=O)(=O)c3ccccc3)ccc2O[C@H]1CN(C)CC1CCCCC1 | 80 | -16 | 0.8 | -5
C[C@H](CO)N1C[C@H](C)[C@H](CN(C)S(=O)(=O)c2cccs2)Oc2ccc(NC(=O)Nc3ccccc3)cc2CC1=O | 41 | 5 | -0.1 | -19
CC(C)NC(=O)N(C)C[C@@H]1Oc2c(NC(=O)Nc3cccc4ccccc34)cccc2C(=O)N([C@H](C)CO)C[C@H]1C | 31 | -1 | 1.6 | -69
CN1C(=O)c2cc(NC(=O)c3cccs3)ccc2OC[C@H]2O[C@@H](CC(=O)Nc3ccc4c(c3)COC4)CC[C@@H]21 | · | -3 | -1.0 | 1
C[C@@H]1CN([C@@H](C)CO)C(=O)CCCn2cc(nn2)CO[C@@H]1CN(C)S(=O)(=O)c1cccc(C#N)c1 | · | -1 | 1.0 | 32
O=C(Nc1ccc(F)cc1)N1C[C@H]2[C@@H](c3ccccc31)[C@@H](CO)N2C(=O)c1ccncc1 | 2 | 1 | 1.8 | -1
C[C@H](CO)N1C[C@H](C)[C@H](CN(C)C(=O)NC2CCCCC2)Oc2cc(-c3cccnc3)ccc2S1(=O)=O | 20&36 | 3&-4 | -6.0 | -6&-18
C[C@@H]1CCCCO[C@H](CN(C)Cc2ccncc2)[C@H](C)CN([C@H](C)CO)C(=O)c2cc(NC(=O)Nc3ccc(C(F)(F)F)cc3)ccc2O1 | 87 | 2 | 1.8 | -84*
CC(=O)N[C@H]1CC[C@@H](CC(=O)NCC2CCCCC2)O[C@@H]1CO | -17 | -2 | -0.8 | 7
CCCN(C)C[C@H]1Oc2cc(C#C[C@@H](C)O)ccc2S(=O)(=O)N([C@@H](C)CO)C[C@H]1C | 10 | 3 | -0.4 | -30
CCCC#Cc1ccc2c(c1)O[C@H](CN(C)Cc1ccccc1)[C@H](C)CN([C@H](C)CO)S2(=O)=O | · | 0 | -0.8 | -16
CCCC(=O)Nc1ccc2c(c1)OC[C@@H](C)N(S(=O)(=O)c1cn(C)cn1)C[C@H](C)[C@H](OC)CN(C)C2=O | -22 | 2 | 0.8 | 7
CO[C@@H]1CN(C)C(=O)c2ccc(NC(C)=O)cc2OC[C@H](C)N(Cc2cncnc2)C[C@@H]1C | 12 | · | -1.6 | 16
COc1ccc2c3c([nH]c2c1)[C@@H](CO)NCC31CCN(C(=O)C2CCOCC2)CC1 | · | 4 | 0.3 | -82*
C[C@H]1CCCCO[C@H](CN(C)Cc2ccccc2)[C@@H](C)CN([C@@H](C)CO)C(=O)c2cc(NS(=O)(=O)c3ccc(Cl)cc3)ccc2O1 | 109* | 10 | -0.9 | 2
C[C@H]1CN([C@@H](C)CO)C(=O)c2cccc(NC(=O)Nc3ccccc3)c2O[C@H]1CN(C)C(=O)Nc1cccc2ccccc12 | 33 | -1 | -1.7 | -16
CC(C)C#Cc1ccc([C@@H]2[C@@H](CO)N3C(=O)CN(C(=O)c4ccccn4)C[C@@H]23)cc1 | · | -1 | 1.3 | -19
CCS(=O)(=O)N1CC2(C1)[C@H](c1ccccc1)[C@H](CO)N2C(=O)C1CCCC1 | · | -1 | -2.0 | 0
COc1ccc2c3c(n(C)c2c1)[C@@H](CO)NCC31CCN(C(C)=O)CC1 | · | 0 | 0.5 | 21
CN(C)c1ccc2c(c1)[C@H]1C[C@@H](CC(=O)NCC3CC3)O[C@@H](CO)[C@H]1O2 | 43 | 7 | 11 | 3
COc1ccccc1-c1ccc2c(c1)O[C@H](CN(C)C(=O)c1ccccc1)[C@H](C)CN([C@H](C)CO)S2(=O)=O | 10 | -2 | -1.3 | -35
N#Cc1ccc(-c2ccc([C@@H]3[C@@H](CO)N4CCCCN(C(=O)Nc5ccc(F)cc5)C[C@H]34)cc2)cc1 | 23 | 17 | -0.3 | -19
CN(C)CC(=O)N1[C@@H](C#N)[C@H](c2ccc(-c3cccc(C(=O)N(C)C)c3)cc2)[C@@H]1CO | 91 | -9 | 1.5 | 8
C[C@@H]1CN([C@H](C)CO)C(=O)c2cc(NS(=O)(=O)c3ccccc3)ccc2O[C@@H]1CN(C)C(=O)Nc1cccc2ccccc12 | 11 | -9 | -0.1 | -3
C[C@H](CO)N1C[C@H](C)[C@H](CN(C)C(=O)Cc2cccnc2)Oc2ncc(-c3ccncc3)cc2C1=O | 75 | -1 | -1.1 | 10
C[C@H](CO)N1C[C@H](C)[C@@H](CN(C)C(=O)Nc2ccc3c(c2)OCO3)OCCCC[C@H](C)Oc2ccc(NC(=O)CCC(F)(F)F)cc2C1=O | 73 | 4 | 0.3 | -40
C[C@@H]1CN([C@H](C)CO)C(=O)c2c(c3ccccc3n2C)-c2ccccc2CO[C@@H]1CN(C)C(=O)Cc1ccccc1 | -4 | -5 | -1.4 | -70
COc1ccc(OC(=O)N(C)C[C@@H]2OCc3ccccc3-c3ccccc3C(=O)N([C@@H](C)CO)C[C@@H]2C)cc1 | 39 | -3 | 0.7 | -14
CCCNC(=O)N1CC2(C1)[C@H](c1ccccc1)[C@H](CO)N2Cc1ccc(Cl)cc1 | · | 11 | 3.3 | 8
CN1c2ccc(-c3cccc(C#N)c3)cc2[C@@H]2[C@@H](CCN2C(=O)NC2CCCC2)[C@H]1CO | · | -11 | 1.2 | -32
C[C@@H]1CN([C@H](C)CO)C(=O)c2cc(NC(=O)Nc3ccc4c(c3)OCO4)ccc2O[C@@H]1CN(C)C | -43 | 2 | 1.0 | 17

Part of the list above, reformatted.
> CC(=O)N[C@H]1CC[C@@H](CC(=O)NCC2CCCCC2)O[C@@H]1CO
  Tcruzi prolif: -17	C diff growth: -2	KDM4C inh: -0.8	Pf Dd2 inh: 7
> CCCN(C)C[C@H]1Oc2cc(C#C[C@@H](C)O)ccc2S(=O)(=O)N([C@@H](C)CO)C[C@H]1C
  Tcruzi prolif: 10	C diff growth: 3	KDM4C inh: -0.4	Pf Dd2 inh: -30
> CCCC#Cc1ccc2c(c1)O[C@H](CN(C)Cc1ccccc1)[C@H](C)CN([C@H](C)CO)S2(=O)=O
  Tcruzi prolif: ·	C diff growth: 0	KDM4C inh: -0.8	Pf Dd2 inh: -16
